NR2E3 ag-1: NR2E3 agonists in two-hybrid cells, primary screen, cell-based, luminescence, CHO-S, Gal4-NCOR/VP16-NR2E3; Photoreceptor-specific nuclear receptor (Homo sapiens), Q9Y5X4; luciferase; inhibition of corepressor binding, % at 3.98 µM; 360,000 compounds, 0.35% hits; AID 602229, 2012;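 active = inhibition above the mean of all tested compounds plus 3 SD, cut at about 70% in these data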;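 note: 0% = DMSO with NR2E3 transfected cells and 100% = cells lacking NR2E3 construct; higher means lower luciferase signal from less NR2E3 corepressor binding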
Target sequence (Q9Y5X4 whole entry, looked up, the tested form may be a part): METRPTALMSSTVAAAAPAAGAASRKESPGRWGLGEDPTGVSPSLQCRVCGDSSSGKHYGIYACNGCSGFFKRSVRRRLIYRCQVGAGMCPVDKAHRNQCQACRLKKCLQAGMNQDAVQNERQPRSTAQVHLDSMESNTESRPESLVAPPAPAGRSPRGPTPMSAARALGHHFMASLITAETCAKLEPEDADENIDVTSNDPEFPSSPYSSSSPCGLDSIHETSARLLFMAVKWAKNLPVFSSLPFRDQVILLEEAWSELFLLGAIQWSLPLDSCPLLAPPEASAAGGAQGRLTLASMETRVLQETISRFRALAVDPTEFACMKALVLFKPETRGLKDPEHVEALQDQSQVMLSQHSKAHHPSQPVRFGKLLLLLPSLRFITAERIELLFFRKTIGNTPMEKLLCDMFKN
MITF TRPM1 inh: inhibitors of MITF-dependent TRPM1 promoter reporter, primary screen, cell-based, SK-MEL-5, single point, luciferase | inhibition, % at 12.5 µM | 330,000 compounds, 0.83% hits | SK-MEL-5 TRPM1 promoter luciferase, 24 h | AID 488899, 2010;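 active = mean inhibition across replicates of 60% or more, whatever share of single replicates reaches that level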; note: values of inactives mirror those of a sister screen read the other way
HIF-2a inh: HIF-2a reporter inhibitors, primary screen, luminescence, 786-0 RCC cells; 360,000 compounds, 0.72% hits; inhibition, % at 18.8 µM; AID 624352, 2012; 786-0 RCC cells HIF-2a reporter, luciferase luminescence, overnight;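 active = inhibition of the luminescence signal of 40% or more relative to plate controls, in a single-dose primary screen at 18.75 µM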
CF NFkB inh: inhibitors of PAF-induced NF-kB signaling, primary screen, cell-based, GFP fluorescence, uHTS. KKLEB NF-kB-GFP reporter, GFP fluorescence overnight. 360,000 compounds, 0.86% hits. AID 588850, 2011. inhibition, % at 5 µM;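 active = at least 50% inhibition at 5 µM, scaled per plate between neutral and stimulator controls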;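 note: PAF is a Pseudomonas aeruginosa culture filtrate used as stimulus; plate controls were PAF-stimulated DMSO wells for no effect and unstimulated DMSO wells for full effect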
hiPSC survival: enhancers of single-cell hiPSC survival, primary screen, ATPlite luminescence | 100% = ROCK inhibitor wells, 0% = DMSO | survival enhancement, % at 20 µM | 360,000 compounds, 0.044% hits | AID 602274, 2012; in the data active = survival enhancement above about 18%;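 note: cells exposed to compounds for 16 hours before the ATP read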
Shn3 inh set2: reduction of Shn3 3'UTR firefly luciferase signal, primary screen, Schnurri-3 inhibitor project, cell-based, Clone20 osteoblasts, set 2 | Clone20 osteoblast Shn3 3'UTR firefly luciferase, 24 h | inhibition, % at 12.5 µM | 360,000 compounds, 0.52% hits;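 active = mean inhibition of at least 75% with every replicate also reaching 75%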;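 note: 0% = median of neutral control wells and 100% = pilot-screen positive control compound; some compounds past the cut are filed as inactive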
C8 TRAIL sens: viability loss with TRAIL in NB7+C8 cells, primary screen, TRAIL sensitizer project, cell-based, ATPlite luminescence. 360,000 compounds, 1% hits. inhibition (viability loss, TRAIL sensitization), % at 10 µM;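 active = compounds causing at least 50% loss of cell viability in the single-dose screen, relative to plate controls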
Peg3 promoter: Peg3 promoter-driven luciferase inhibitors, primary screen, cell-based, HeLa, luciferase luminescence | HeLa PEG-Prom luciferase reporter, overnight | inhibition, % at 20 µM | 360,000 compounds, 1.7% hits | AID 588405, 2011;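 active = inhibition of at least 50% at 20 µM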
NR2E3 ag-2: inhibitors of NR2E3-RetCOR corepressor binding, primary screen, NR2E3 agonist project, biochemical, TR-FRET, GST-NR2E3, biotin-RetCOR; Photoreceptor-specific nuclear receptor (Homo sapiens), Q9Y5X4; 1536-well; inhibition of corepressor binding, % at 4.78 µM; 320,000 compounds, 0.12% hits; AID 2300, 2010;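 active = percent inhibition above the cutoff of mean plus 3 SD of all tested compounds, set per screening campaign, cut at about 20% in these data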;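 note: 0% = DMSO wells and 100% = biotin wells as full block of FRET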
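System: GST-tagged NR2E3 plus biotinylated RetCOR corepressor; Amount: 1.35 nM GST-tagged NR2E3 final; Dosing: single nominal compound dose of 4.8 µM; Schedule: 5 h incubation at 4 °C; Technique: TR-FRET with europium anti-GST and streptavidin-D2, 340 nm excitation; Controls: biotin wells as high control, 0.6% DMSO wells as low control.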
KKLEB tox: cytotoxicity in KKLEB CF airway cells, primary screen, cytotoxicity control for CF NF-kB inhibitor project, cell-based, uHTS, fluorescence assay plates. KKLEB CF airway cells viability, ATPlite luminescence, overnight; hits give low values; cells stimulated with P. aeruginosa culture filtrate. AID 602141, 2011. 360,000 compounds, 0.36% hits. activity change (cytotoxicity), % at 5 µM;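 active = corrected activity change at or below -50% at 5 µM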
EBV LMP1 NFkB: EBV LMP1-driven NF-kappaB luciferase reporter inhibitors, primary screen, cell-based, luminescence, single point. LMP1-induced NF-kappaB luciferase reporter cells. inhibition, % at 12.5 µM. 350,000 compounds, 0.69% hits. AID 504558, 2011; in the data active = inhibition above about 41%;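 note: 0% = neutral control wells and 100% = reference inhibitor control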
Starred values were filed as active, the others as inactive; x = not tested or not shown.

Key to letters – A = NR2E3 ag-1; B = MITF TRPM1 inh; C = HIF-2a inh; D = CF NFkB inh; E = hiPSC survival; F = Shn3 inh set2; G = C8 TRAIL sens; H = Peg3 promoter; I = NR2E3 ag-2; J = KKLEB tox; K = EBV LMP1 NFkB
CN(Cc1ccon1)C(=O)CC1C(=O)NCCN1Cc1ccccc1C(F)(F)F (stereo unspecified)
  A = -28; B = -2; C = 9; D = 1; E = 1.8; F = 17; G = -11; H = 9; I = x; J = -6; K = -1

COc1ccc(CCNC(=O)c2ccc3c(=O)n4c(nc3c2)CCC4)cc1OC
  A = -42; B = -3; C = -7; D = 18; E = -0.5; F = -2; G = -8; H = -2; I = x; J = -19; K = -1

Cn1c[n+](C)cc1-c1ccc(/C(N)=N/O)cc1
  A = 23; B = -14; C = 14; D = 11; E = 2.5; F = 2; G = -5; H = -3; I = -2; J = 4; K = 2

CCN(Cc1ccccc1)C(=O)c1cc2c(=O)oc3ccc(C)cc3c2s1
  A = -38; B = -1; C = -12; D = -5; E = -0.6; F = 17; G = 13; H = -19; I = 3; J = -18; K = 5

CCCCc1cc(=O)oc2cc(C)cc(OCC(=O)NCC3CCC(C(=O)O)CC3)c12 (stereo unspecified)
  A = 4; B = x; C = 5; D = -7; E = 3.0; F = -7; G = 13; H = 5; I = 1; J = -14; K = -1

CCOc1ccsc1C(=O)O
  A = 3; B = -6; C = 14; D = 12; E = -0.2; F = 3; G = 8; H = -1; I = 0; J = -1; K = -4

CC1(C(=O)NS(=O)(=O)c2cccc(F)c2)CCN1C(=O)C/C=C/c1ccccc1 (stereo unspecified)
  A = -20; B = x; C = 3; D = -2; E = 0.9; F = -2; G = 10; H = -5; I = x; J = 1; K = x

CCCS(=O)(=O)N1CCCC(C(=O)NCCCN(Cc2ccccc2)C(C)C)C1 (stereo unspecified)
  A = 3; B = 1; C = 6; D = 1; E = 0.2; F = 4; G = 0; H = 13; I = 2; J = 4; K = 5

O=C(CC(=O)N1CCOCC1)N1CCOCC1
  A = -55; B = 6; C = 15; D = 6; E = -0.6; F = -19; G = 15; H = 8; I = x; J = 5; K = 1

COc1ccc(/C=C/C(=O)NCc2cn(C)nc2C)cc1COc1ccc(Cl)cc1Br
  A = -3; B = -2; C = 22; D = -4; E = 2.5; F = -16; G = -5; H = 19; I = 7; J = 0; K = 13

COc1ccccc1NC(=O)NCC(c1ccco1)N1CCCCC1 (stereo unspecified)
  A = -7; B = 6; C = 10; D = -1; E = -1.5; F = -10; G = -5; H = 13; I = 5; J = -5; K = -10

COc1ccc(CCn2cnc3c([nH]c4ccccc43)c2=O)cc1
  A = -26; B = 1; C = -20; D = -1; E = -0.4; F = -7; G = 26; H = -26; I = 0; J = -16; K = -1

Cc1ccc2cc(CN(c3ccc(C)c(C)c3)S(C)(=O)=O)c(=O)[nH]c2c1
  A = -31; B = 22; C = -5; D = 20; E = -0.1; F = 12; G = -5; H = 22; I = 2; J = -17; K = 7

CCOc1ccc(CN2CCNC(=O)C2CC(=O)N(C)C2CCCCC2)cc1 (stereo unspecified)
  A = 7; B = 2; C = 7; D = -12; E = 0.0; F = -4; G = -1; H = -4; I = -5; J = 8; K = -5

CC(NC(=O)C1CCC(=O)N1Cc1ccccc1Cl)c1ccccc1 (stereo unspecified)
  A = 18; B = 11; C = 2; D = -2; E = 0.6; F = -16; G = 2; H = 1; I = -1; J = 1; K = 6

COc1cc(/C=C/CN2CCC(Oc3ccc(C(=O)N4CCCC4)cc3)CC2)ccc1O
  A = 4; B = -6; C = 8; D = -5; E = -0.2; F = 27; G = 9; H = -8; I = x; J = 2; K = 5

COc1cccc(C(=O)NC(=S)Nc2ccccc2N2CCCC2)c1
  A = -10; B = 17; C = -42; D = 11; E = 1.8; F = 15; G = -2; H = -43; I = 0; J = -9; K = 8

CC(=O)C(Cc1ccc(Cl)nc1)Cc1ccc(Cl)nc1
  A = -14; B = 8; C = 14; D = 14; E = -1.0; F = -18; G = 21; H = -5; I = 1; J = 1; K = -2

CC(C)CN(C(=O)Cn1c(C(F)(F)F)nc2ccccc21)C1CCS(=O)(=O)C1 (stereo unspecified)
  A = -15; B = 0; C = 9; D = 12; E = -0.4; F = -9; G = 4; H = 5; I = 0; J = 16; K = -5

CC(=O)Nc1ccc(-c2sc(Nc3cccc4ccccc34)n[n+]2-c2ccccc2)cc1
  A = 2; B = 22; C = -7; D = -9; E = 2.6; F = -1; G = 0; H = -3; I = -3; J = 14; K = -7

COc1ccc(/C=C2\C(=N)N3N=C(CC(=O)N4CCOCC4)SC3=NC2=O)cc1
  A = -8; B = -24; C = 16; D = -23; E = -0.3; F = 12; G = -9; H = -12; I = 6; J = 12; K = -5

Cc1cccn2c(=O)c(/C=C(\C#N)C(N)=O)c(N3CCN(c4cccc(Cl)c4)CC3)nc12
  A = 15; B = 12; C = 25; D = -10; E = -0.6; F = 25; G = -10; H = 25; I = x; J = 23; K = 14

O=C(Nc1cc2c(cc1C(=O)O)OCCCO2)c1ccc(F)cc1F
  A = -5; B = -13; C = -28; D = -1; E = 0.2; F = -38; G = 16; H = -36; I = -2; J = 10; K = -10

Cc1ccc(S(=O)(=O)N2CCOCC2)cc1C(=O)Nc1ccc2c(c1)OCCO2
  A = -13; B = -10; C = 16; D = -13; E = -0.2; F = -11; G = -18; H = 29; I = 1; J = 15; K = 1

COc1cccc(NC(=O)CSc2nc3c(sc4ccccc43)c(=O)n2CCN(C)C)c1
  A = -29; B = -11; C = -5; D = -10; E = 0.1; F = -17; G = 11; H = -14; I = 8; J = 12; K = 1

O=S(=O)(c1cc(Cl)ccc1Cl)N1CC2CCCN2c2ccc(C(F)(F)F)cc21 (stereo unspecified)
  A = -21; B = -13; C = 9; D = 11; E = -2.0; F = 20; G = 9; H = 29; I = 2; J = -12; K = 10

Cc1onc(-c2ccccc2)c1C(=O)NCc1ccc2c(c1)OCO2
  A = -24; B = 4; C = 7; D = -8; E = -1.8; F = 14; G = 10; H = 15; I = -2; J = -1; K = -1

CCc1nc2ccc(C(=O)NCc3ccc(OC)cc3)cn2c1N(CCC(C)C)CCN(C)C
  A = 6; B = x; C = 7; D = 0; E = -1.3; F = -6; G = 9; H = -4; I = x; J = -8; K = x

COC(=O)C1C2C=CC3(CN(Cc4ccco4)C(=O)C13)O2 (stereo unspecified)
  A = 5; B = 6; C = -1; D = -14; E = -0.7; F = -12; G = 0; H = -1; I = 2; J = 2; K = -8

C=CCN(c1ccc(C(=O)OC)cc1)S(=O)(=O)c1ccccc1
  A = -19; B = -9; C = 19; D = -6; E = 2.4; F = -8; G = 0; H = 13; I = 2; J = 3; K = 6

COc1ccc(C(=O)NC(=S)Nc2ccccc2N2CCOCC2)cc1Br
  A = -24; B = -3; C = 9; D = 16; E = 5.8; F = 3; G = 11; H = 6; I = 0; J = 1; K = 25

Cc1ccc(Cn2c(C3CCCN3c3nc(-c4cc(Cl)c(N)c(Cl)c4)cs3)nc3cc(Cl)c(Cl)cc32)cc1 (stereo unspecified)
  A = -16; B = 12; C = 16; D = 6; E = -1.5; F = 10; G = -5; H = 11; I = -1; J = -18; K = -3

CCOC(=O)c1cc(NC(=O)N2CCCCC2)c(C)nc1C
  A = -10; B = 2; C = 3; D = -6; E = 2.2; F = -10; G = -3; H = 10; I = 0; J = 3; K = 1

COC(=O)Nc1ccc(S(=O)(=O)N2CCCC(C(=O)N3CCOCC3)C2)cc1 (stereo unspecified)
  A = 9; B = 3; C = 22; D = -23; E = 0.3; F = 11; G = 0; H = 6; I = -2; J = 15; K = 0

COc1cc(/C=C2\SC(=S)N(C(C(=O)O)c3ccccc3)C2=O)cc(OC)c1OC (stereo unspecified)
  A = 4; B = 8; C = 17; D = 10; E = 0.9; F = -11; G = -35; H = 8; I = 2; J = -3; K = -3

Cc1ccc2nc3n(c(=O)c2c1)-c1ncccc1C(=O)NC3Cc1ccccc1 (stereo unspecified)
  A = -16; B = x; C = 2; D = 12; E = -1.8; F = 21; G = -4; H = 13; I = x; J = -13; K = 1

CCOc1ccc(OCCC(=O)OCC(=O)Nc2cc(S(=O)(=O)N3CCOCC3)ccc2OC)cc1
  A = -20; B = 5; C = -8; D = -10; E = -0.4; F = 8; G = 0; H = -10; I = x; J = 16; K = -3

O=C(NCC1CCCCC1)C1CCCN(C(=O)NC2CCCCC2)C1 (stereo unspecified)
  A = 7; B = 3; C = 16; D = -5; E = 0.4; F = 2; G = 5; H = -3; I = 4; J = 1; K = 6

CC(C)CC(=O)Nc1nnc(SCC(=O)NCc2ccco2)s1
  A = -21; B = -11; C = 15; D = 12; E = -0.4; F = 4; G = -5; H = 5; I = 0; J = -3; K = -1

Fetched by compound from above (5):
Key to letters – A = NR2E3 ag-1; B = MITF TRPM1 inh; C = HIF-2a inh; D = CF NFkB inh; E = hiPSC survival; F = Shn3 inh set2; G = C8 TRAIL sens; H = Peg3 promoter; I = NR2E3 ag-2; J = KKLEB tox; K = EBV LMP1 NFkB
O=C(NCC1CCCCC1)C1CCCN(C(=O)NC2CCCCC2)C1 (stereo unspecified)
  A = 7; B = 3; C = 16; D = -5; E = 0.4; F = 2; G = 5; H = -3; I = 4; J = 1; K = 6

CC(C)CC(=O)Nc1nnc(SCC(=O)NCc2ccco2)s1
  A = -21; B = -11; C = 15; D = 12; E = -0.4; F = 4; G = -5; H = 5; I = 0; J = -3; K = -1

COc1cc(/C=C2\SC(=S)N(C(C(=O)O)c3ccccc3)C2=O)cc(OC)c1OC (stereo unspecified)
  A = 4; B = 8; C = 17; D = 10; E = 0.9; F = -11; G = -35; H = 8; I = 2; J = -3; K = -3

CCOc1ccc(OCCC(=O)OCC(=O)Nc2cc(S(=O)(=O)N3CCOCC3)ccc2OC)cc1
  A = -20; B = 5; C = -8; D = -10; E = -0.4; F = 8; G = 0; H = -10; I = x; J = 16; K = -3

COC(=O)Nc1ccc(S(=O)(=O)N2CCCC(C(=O)N3CCOCC3)C2)cc1 (stereo unspecified)
  A = 9; B = 3; C = 22; D = -23; E = 0.3; F = 11; G = 0; H = 6; I = -2; J = 15; K = 0

Screening results (PubChem BioAssay)

Not all compounds are listed; count on the stated rates, not on these rows.
